# Source: PubChem BioAssay (National Center for Advancing Translational Sciences (NCATS))
# Luc counter – Counterscreen for Luciferase (Kinase-Glo TM) Inhibition | Potency, µM (top dose mostly 38.3 µM), inactives show at the highest dose activity change, negative = inhibition, usual class: inhibitors | Kinase-Glo luciferase, ATP luminescence, 8 min | 0.28% of 200,000 active; further: on the % scale 0 is the no-effect control and ±100 the full control effect; nearly all actives have a fitted effect of over 60% in size
#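 Recombinant Kinase-Glo luciferase, 10 uM ATP (linear range), luciferin; imidazole pH 7.2 / KCl / MgCl2 / Tween / BSA buffer; 8 min RT; luminescence.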
# GoLoco inh red – qHTS Assay for Inhibitors of RGS12 GoLoco Motif Activity (Red Fluorophore); Gai1:RGS12 GoLoco peptide FP, rhodamine, 10 min; Potency, µM (titrated, usually from 61.6 µM), without a hit: at the highest dose activity, negative = inhibition, usual class: inhibitors; 0.44% of 230,000 active; AID 880, 2007; active means well fitted inhibition curve with a large enough effect, not every such curve was filed as active; inactive means no such curve, though single readings can be large or run the other way; further: on the % scale 0 is the no-effect control and ±100 the full control effect; nearly all actives have a fitted effect of over 30% in size; many of its hits are not listed in these tables
# SMN2 splice enh – qHTS Assay for Enhancers of SMN2 Splice Variant Expression | HEK293 SMN2-luciferase splicing reporter, luminescence, 30-36 h | Potency, µM (top dose mostly 46.1 µM), for the others: top-dose activity change, positive = activation, actives largely listed as activators | 2.8% of 210,000 active | AID 1458, 2008; further: % of control where 0% means no effect; nearly all actives have a fitted effect of over 55% in size
#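 HEK293 cells carry an SMN2 minigene-luciferase reporter in which exon 7 inclusion puts luciferase in frame. Cells were seeded at 2000 cells/well, attached for 10-12 hours, then exposed to compounds for 30-36 hours at 37C before ONE-Glo luminescence.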
# IMPase Li cell – qHTS Assay for Identifying the Cell-Membrane Permeable IMPase Inhibitors: Potentiation with Lithium | 0.35% of 210,000 active | CHO-M1 cells, IP1 TR-FRET (IP-One), carbachol + lithium | Potency, µM (top dose mostly 59.4 µM), for inactives: at the top dose activity, negative = IMPase inhibition, usual class: inhibitors;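 further: IP1 builds up when IMPase is blocked and the TR-FRET signal falls; plate controls were basal vehicle for no effect and high inhibitor control for full effect; nearly all actives have a fitted effect of over 50% in size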
#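 CHO cells stably expressing M1 receptor (2000/well) were cultured 16–30 h, then exposed to compounds with a small lithium addition for 30 min at 37C. IP1 was measured by TR-FRET competition; AC50 from Hill fits.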
# NPSR antag – qHTS Assay for Antagonists of the Neuropeptide S Receptor: cAMP Signal Transduction. 1% of 220,000 active. Potency, µM (series often up to 38.3 µM), inactives show at the top dose activity change, negative = inhibition, hits mostly inhibitors. AID 1461, 2008. CHO-NPSR cells, cAMP TR-FRET, antagonist mode. Q6W5P4; further: on the % scale 0 is the no-effect control and ±100 the full control effect; nearly all actives have a fitted effect of over 50% in size; many of its hits are not listed in these tables
# JMJD2E inh – qHTS Assay for Inhibitors of Human Jumonji Domain Containing 2E (JMJD2E); Lysine-specific demethylase 4E (Homo sapiens), B2RXH2; JMJD2E catalytic domain, FDH-coupled NADH fluorescence (FDH is formaldehyde dehydrogenase); Potency, µM (series often up to 57.1 µM), without a hit: at the top dose activity change, negative = inhibition, most hits filed as inhibitors; 1.6% of 230,000 active; AID 2147, 2009; active means well fitted inhibition curve with a large enough effect, not every such curve was filed as active; inconclusive means small, poorly fitted or top-dose-only effect, or another doubt; inactive means no such curve, though single readings can be large or run the other way;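 further: 0% = wells with enzyme and -100% = buffer wells without enzyme; nearly all actives have a fitted effect of over 50% in size; many of its hits are not listed in these tables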
# Target sequence (B2RXH2 1-337 limits assumed): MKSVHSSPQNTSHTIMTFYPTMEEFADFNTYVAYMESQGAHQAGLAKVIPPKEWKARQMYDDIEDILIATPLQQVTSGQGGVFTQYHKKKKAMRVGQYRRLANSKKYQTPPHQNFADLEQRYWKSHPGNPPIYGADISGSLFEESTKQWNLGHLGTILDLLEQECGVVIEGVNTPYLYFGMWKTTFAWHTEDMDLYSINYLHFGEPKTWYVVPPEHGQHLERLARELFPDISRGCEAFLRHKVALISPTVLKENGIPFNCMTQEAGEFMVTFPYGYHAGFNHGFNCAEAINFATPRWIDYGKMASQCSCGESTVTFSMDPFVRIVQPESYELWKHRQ
# Epigenetic derep – Quantitative High-Throughput Screen for Regulators of Epigenetic Control; AID 1865, 2009; murine LDR cells, GFP reporter derepression, 30 h; Potency, µM (titrated, usually from 53.9 µM), for inactives: top-dose GFP activation, actives largely listed as activators; 0.2% of 280,000 active; further: % of control where 0% means no effect; nearly all actives have a fitted effect of over 60% in size
#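 Murine LDR cells bearing a silenced CMV-driven GFP reporter were exposed to compound for 30 h at 37 C. After PBS washes, GFP-positive cells (20-120 um objects) counted by laser-scanning microplate cytometry.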
# RECQ1 inh – qHTS Assay for Inhibitors of RecQ-Like Dna Helicase 1 (RECQ1). ATP-dependent DNA helicase Q1 (Homo sapiens), P46063. RECQ1 DNA unwinding, red fluorescence kinetic read. Potency, µM (series often up to 57.3 µM), for the others: top-dose activity, negative = inhibition, actives largely listed as inhibitors. 0.54% of 240,000 active. AID 2549, 2010;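 further: plate controls were vehicle for no effect and no enzyme for full effect; nearly all actives have a fitted effect of over 30% in size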
# Target sequence (P46063 whole entry, looked up): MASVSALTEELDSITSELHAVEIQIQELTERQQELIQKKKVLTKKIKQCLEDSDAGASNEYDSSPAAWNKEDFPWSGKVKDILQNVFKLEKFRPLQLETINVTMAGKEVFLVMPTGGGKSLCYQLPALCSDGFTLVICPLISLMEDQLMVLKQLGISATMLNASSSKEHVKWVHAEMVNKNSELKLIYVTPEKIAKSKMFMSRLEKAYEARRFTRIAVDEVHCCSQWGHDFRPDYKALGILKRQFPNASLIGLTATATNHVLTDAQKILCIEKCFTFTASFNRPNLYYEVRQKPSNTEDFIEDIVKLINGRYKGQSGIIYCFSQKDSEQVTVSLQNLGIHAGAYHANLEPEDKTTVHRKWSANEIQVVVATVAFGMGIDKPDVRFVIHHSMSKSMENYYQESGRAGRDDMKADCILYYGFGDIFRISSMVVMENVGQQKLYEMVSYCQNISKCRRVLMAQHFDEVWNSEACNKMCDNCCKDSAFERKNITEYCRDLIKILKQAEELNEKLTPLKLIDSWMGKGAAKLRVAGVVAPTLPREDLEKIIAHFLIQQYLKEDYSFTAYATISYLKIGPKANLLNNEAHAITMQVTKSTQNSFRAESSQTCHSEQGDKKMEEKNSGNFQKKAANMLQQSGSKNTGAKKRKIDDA
#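 50 nM RECQ1T1 preincubated 15 min with compound in Tris pH 8.0 buffer with MgCl2, DTT, Tween-20 and 2.5 ug/ml poly(dI-dC); started with 200 nM TAMRA/BHQ-2 forked duplex and 2 mM ATP. Unwinding read as fluorescence (525/598 nm), two reads 2 h apart.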
# An asterisk follows results filed as active; i = inactive; ? = inconclusive; nt = not tested or not shown; [ ] = dose if it differs, or a comment. Unless noted, the call rests on the fitted dose curve; in most records, active means well fitted curve in the direction sought with a large enough effect; inconclusive means small, poorly fitted or top-dose-only effect, or another doubt; inactive means no such curve, though single readings can be large; an effect the other way counts as inactive or inconclusive. Potency means the concentration at half of the fitted maximal effect.
SMILES,Luc counter,GoLoco inh red,SMN2 splice enh,IMPase Li cell,NPSR antag,JMJD2E inh,Epigenetic derep,RECQ1 inh
O=C(NCc1ccccc1)N[C@@H](Cc1ccccc1)C(=O)O,0%,7%,-4%,21%[38.3 µM],-8%[46.1 µM],-2%,?,-8%
CCCCN(CC)c1nc(-c2ccncc2)nc2ccccc12,-4%,5%,-7%,35%[activator][38.3 µM],-14%[46.1 µM],?,-0.3%,-15%
CCOc1cc(CNC2CCCC2)ccc1OCc1ccccc1Cl,-1%,11%,-42%[inhibitor],16%,-39%,3%,-0.1%,i
COc1ccc(-n2nc(C(=O)NCC(=O)N3CCN(Cc4ccc5c(c4)OCO5)CC3)c3ccccc3c2=O)cc1OC,0%,2%,-11%,18%,-8%,-6%,-2.3%,-1%
CC1(C)Cc2c(ccc3ccccc23)/C(=C/C(=O)N2CCCCC2)N1,-9%,1%,-14%,5%[38.3 µM],?,-23%,?,-4%
CCn1c(C)nc2cc(C(=O)N/N=C(\C)c3ccccc3O)ccc21,7%,-5%,?,0%,6%,?,0.0%,-2%
COC(=O)c1ccccc1NC(=O)COC(=O)C1CCCCC1,nt,-3%,nt,nt,17%,-18%,-1.5%,9%
Cc1nn(-c2ccccc2)c(C)c1C(=O)Oc1ccccc1,nt,12%,nt,nt,?,-5%,1.6%,9%
O=S(=O)(c1ccccc1)N1N=C(c2cccs2)CC1c1ccc(Br)cc1 (stereo unspecified),-1%,27%,?,-1%[38.3 µM],?,7%,0.6%,-1%
Cc1nn(Cc2ccccc2)c(Cl)c1/C=C/C(=O)OCC(=O)N1CCCC1=O,-1%,-2%,18%,6%,-18%,2%,3.4%,i
O=C(Nc1ccc(Oc2ccccc2)cc1)C1CCCO1 (stereo unspecified),-5%,2%,8%,6%[38.3 µM],-13%[46.1 µM],8%,1.5%,-6%
CC1OC(OC2CCC3(C)C(CCC4C3CC(O)C3(C)C(C5=CC(=O)OC5)CCC43O)C2)CC(O)C1OC1CC(O)C(OC2CC(O)C(OC3OC(CO)C(O)C(O)C3O)C(C)O2)C(C)O1 (stereo unspecified),2%[39.9 µM],8%,nt,5%,nt,nt,3.7%,-1%
Cn1c(NC(=O)CCC2CCCCC2)cc(=O)n(C)c1=O,2%,20%,11µM*,-2%[38.3 µM],-23%[46.1 µM],2%,4.7%,6%
CC(C)c1nnc(NC(=O)c2c(O)c3cccc4c3n(c2=O)CCC4)s1,-5%,4%,-56%[inhibitor],-4%[38.3 µM],-1%[46.1 µM],-1%,-1.1%,0%
O=C(CCc1n[nH]c(=O)[nH]c1=O)N/N=C/c1ccco1,1%,2%,-3%,2%,21%,17%,-2.5%,-13%
O=C(CSCCNS(=O)(=O)c1ccccc1)Nc1ccccc1,-5%,5%,-4%,-5%[38.3 µM],-1%[46.1 µM],-8%,0.8%,-5%
Cc1noc(NS(=O)(=O)c2ccc(NC(=O)CSc3n[nH]c(-c4ccccc4)n3)cc2)c1C,2%,6%,16%,6%[38.3 µM],-1%[46.1 µM],6%,1.2%,9%
COc1ccccc1/C=C(/C(=O)OCC(=O)Nc1ccccc1C)c1ccccc1,3%,7%,nt,9%,-39%,-1%,4.4%,11%
CCOC(=O)C(CC)Sc1ccc2nnc(-c3cccnc3)n2n1 (stereo unspecified),3%,-10%,-6%,-3%,10%,?,-1.2%,10%
Nc1n[nH]c(S(=O)(=O)CCCc2ccccc2)n1,0%,5%,-6%,1%[38.3 µM],9%[46.1 µM],-1%,2.1%,i
CCC(=O)n1nc(NCc2ccc(OC)c(OC)c2)nc1NCc1ccc(OC)c(OC)c1,1%,-6%,-20%,28%[38.3 µM],-17%[46.1 µM],6%,-1.1%,5%
C/C(=N/NC(=O)CSc1ccccn1)c1ccc([N+](=O)[O-])cc1,-1%,13%,nt,18%,-2%,-4%,-1.8%,-3%
CC(=O)c1c(C)n(CCO)c2ccc(O)cc12,-2%,5%,14%,10%[38.3 µM],-10%[46.1 µM],-4%,-1.0%,i
COc1ccc(S(=O)(=O)N2CN(CCc3ccc(OC)c(OC)c3)c3nc4ccccc4nc32)cc1,4%,6%,-17%,13%,-2%,-5%,-1.1%,-13%
NNc1ncnc2c1cnn2-c1ccccc1,-4%,0%,-11%,20%[38.3 µM],-19%[46.1 µM],?,-3.8%,i
CCOc1cc(C(=O)NCCN2CCOCC2)cc(OCC)c1OCC,-1%,2%,1%,7%,-1%[46.1 µM],-6%,0.0%,i
Cc1cc(C)c(NC(=O)C2CC(=O)N(Cc3ccccc3)C2)c(C)c1 (stereo unspecified),-1%,2%,1%,4%,4%,-2%,-0.3%,i
COc1ccc(S(=O)(=O)Nc2cc([N+](=O)[O-])ccc2OC)cc1,0%,6%,-9%,15%,-3%,-9%,1.5%,-3%
COc1ccccc1N(C)S(=O)(=O)c1ccc(C(=O)N(CC(N)=O)C(C)C)cc1,1%,-2%,-12%,-21%[38.3 µM],-6%[46.1 µM],4%,3.0%,i
Cc1ccc(S(=O)(=O)N2CCOCC2)cc1C(=O)NCc1ccc2c(c1)OCO2,2%,1%,-19%,-2%,-11%[46.1 µM],5%,-0.9%,-12%

# Complete entries from above. Screens in order: Luc counter, GoLoco inh red, SMN2 splice enh, IMPase Li cell, NPSR antag, JMJD2E inh, Epigenetic derep, RECQ1 inh
# Record of `Nc1n[nH]c(S(=O)(=O)CCCc2ccccc2)n1` : 0%, 5%, -6%, 1%[38.3 µM], 9%[46.1 µM], -1%, 2.1%, i
# Record of `O=C(CSCCNS(=O)(=O)c1ccccc1)Nc1ccccc1` : -5%, 5%, -4%, -5%[38.3 µM], -1%[46.1 µM], -8%, 0.8%, -5%
# Record of `COc1ccccc1/C=C(/C(=O)OCC(=O)Nc1ccccc1C)c1ccccc1` : 3%, 7%, nt, 9%, -39%, -1%, 4.4%, 11%
# Record of `CCC(=O)n1nc(NCc2ccc(OC)c(OC)c2)nc1NCc1ccc(OC)c(OC)c1` : 1%, -6%, -20%, 28%[38.3 µM], -17%[46.1 µM], 6%, -1.1%, 5%

# Continued:
SMILES,Luc counter,GoLoco inh red,SMN2 splice enh,IMPase Li cell,NPSR antag,JMJD2E inh,Epigenetic derep,RECQ1 inh
O=C(CCN1C(=O)/C(=C\c2ccccc2Cl)SC1=S)N1CCN(c2ccccc2)CC1,0%,10%,-18%,-7%[38.3 µM],8%[46.1 µM],3%,-0.9%,i
CCCCNC(=O)C1CC(c2cccc([N+](=O)[O-])c2)=NO1 (stereo unspecified),-4%,4%,?,-9%[38.3 µM],1%[46.1 µM],-1%,1.0%,0%
O=C(O)c1sc2cc(C(F)(F)F)cnc2c1-c1ccccn1,0%,4%,-9%,1%,0%,1%,-0.3%,i
Cc1ccc(NC(=O)CO/N=C(\N)c2nonc2N)cc1C,-9%,8%,14%[1.84 µM],13%,8%,10%,-0.9%,-1%
Cc1cc2nc(C3CCN(Cc4nnnn4Cc4ccccc4)CC3)[nH]c2cc1C,4%,-4%,-15%,9%[38.3 µM],-12%[46.1 µM],5%,0.9%,-1%
CCSc1nnc2c(n1)OC(c1ccc(C(=O)O)cc1)N(C(C)=O)c1ccccc1-2 (stereo unspecified),1%,3%,9%,6%[38.3 µM],-4%[46.1 µM],0%,0.8%,-8%
c1coc(CNc2nc3ccccc3n2CCN2CCOCC2)c1,0%,4%,81%,16%[38.3 µM],2%[46.1 µM],-4%,-1.0%,-5%
CCCCNC(=O)c1nnn(-c2ccccc2)c1N,0%,3%,13µM*,-2%,5%[46.1 µM],7%,-2.0%,-4%
N#Cc1cc2ccccc2nc1SCC(=O)Nc1ccccc1N1CCOCC1,-7%,3%,-35%[inhibitor],-11%[38.3 µM],?,12%,-0.9%,-1%
C=CCn1c(SCC(O)Cn2c3ccccc3c3ccccc32)nnc1-c1ccco1 (stereo unspecified),-2%,5%,-12%,22%[38.3 µM],-27%[46.1 µM],-12%,-1.1%,-2%
CCOCCCn1c(C)nc2c[n+](CC(=O)c3ccc4ccccc4c3)cc(Br)c21,nt,17%,nt,nt,-15%,?,-5.4%,1%
CCOC(=O)C1CCCN(CC(=O)Nc2c(C(=O)OC)[nH]c3ccccc23)C1 (stereo unspecified),2%,4%,-20%,1%[38.3 µM],1%[46.1 µM],?,-0.8%,6%
O=[N+]([O-])c1ccc(Cl)c(C2Nc3cccc4cccc(c34)N2)c1,-1%,2%,-12%,15%[38.3 µM],-19%[46.1 µM],-22%,-0.3%,-1%
O=S1(=O)CC(N2CCOCC2)c2ccccc21 (stereo unspecified),-2%,9%,9%,11%[38.3 µM],-9%[46.1 µM],-1%,-1.0%,-11%
CC(=O)NS(=O)(=O)c1ccc(N=c2ssc3c2-c2ccc(C)cc2NC3(C)C)cc1,0%,-1%,-14%,13%,-49%,2%,-1.9%,-4%
COc1cc(C(=O)NCC(c2cccnc2)N2CCN(C)CC2)cc(OC)c1OC (stereo unspecified),-1%,2%,-5%,-3%[38.3 µM],3%[46.1 µM],8%,0.0%,-9%
Cc1cc(C(=O)N/N=C/c2cccs2)n[nH]1,-5%,3%,?,23%,-4%,1%,-0.9%,i
CN=Cc1nc(-c2ccccc2)oc1O,-9%,14%,11µM*,3%,9%,-13%,0.0%,1%
Cc1ccc2c(c1)oc(=O)n2CC(=O)c1ccccc1,nt,11%,nt,nt,14%,-14%,2.2%,-4%
O=C(Cn1cc(C(F)(F)F)ccc1=O)N/N=C/c1ccc(F)cc1,2%,7%,8%,-7%,-3%,-7%,1.1%,-3%
CCc1ccc2[nH]c(=O)c(CN(Cc3ccc4c(c3)OCO4)C(=O)c3ccco3)cc2c1,-1%,3%,-35%[inhibitor],17%[38.3 µM],?,-17%,-1.1%,-4%
CCSc1ccccc1C(=O)NC1CCCCC1,1%,9%,-4%,7%,6%,1%,0.6%,i
CCOC(=O)c1ccc(S(=O)(=O)N2CCN(S(=O)(=O)CC)CC2)cc1,0%,10%,-22%,8%[38.3 µM],1%[46.1 µM],2%,1.5%,-10%
O=C(O)c1ccccc1/C=N\N=C1c2ccccc2-c2ccccc21,1%[7.66 µM],6%[14.2 µM],-4%[9.22 µM],3%,nt,nt,nt,nt

# These rows are one share of the data (hit frequency here may not be typical).
